Bioassay records deposited in PubChem BioAssay by Sanford-Burnham Center for Chemical Genomics.
SENP8 block-1 = human SENP8 protease inhibitors, primary screen, biochemical, fluorescence, Nedd8 protein substrate, uHTS. AID 602440, 2012. Sentrin-specific protease 8 (Homo sapiens), Q96LD8. hit rate 0.64% among 360,000. inhibition, % at 20 µM. recombinant SENP8; in the data active = inhibition mostly above about 40%, no sharp cut-off; inactive = mostly below about 27%
Target sequence (Q96LD8 whole entry, looked up): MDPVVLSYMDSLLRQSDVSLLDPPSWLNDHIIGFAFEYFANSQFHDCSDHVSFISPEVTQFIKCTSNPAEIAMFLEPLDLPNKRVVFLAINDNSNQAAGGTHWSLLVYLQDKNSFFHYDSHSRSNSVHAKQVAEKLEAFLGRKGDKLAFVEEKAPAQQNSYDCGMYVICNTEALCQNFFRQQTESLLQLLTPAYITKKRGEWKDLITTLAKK
UBC13 inh = UBC13 polyubiquitin chain formation inhibitors, primary screen, biochemical, TR-FRET, uHTS; Ubiquitin-conjugating enzyme E2 N (Homo sapiens), P61088; inhibition, % at 20 µM; hit rate 0.47% among 330,000; AID 485273, 2010; in the data active = inhibition above about 45%, passing the limit was not always enough; inconclusive = no clear call, values can overlap the other calls
Target sequence (P61088 whole entry, looked up): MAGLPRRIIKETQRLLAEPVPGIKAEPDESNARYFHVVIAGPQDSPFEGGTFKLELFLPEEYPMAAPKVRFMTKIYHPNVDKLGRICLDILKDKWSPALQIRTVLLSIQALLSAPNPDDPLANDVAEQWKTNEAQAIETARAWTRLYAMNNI
PfGluPho inh = PfG6PD enzyme inhibitors, primary screen, biochemical, fluorescence intensity, uHTS; hit rate 0.78% among 350,000; AID 504690, 2011; inhibition, % at 20 µM; PfGluPho enzyme, NADPH resazurin-diaphorase fluorescence;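 active = inhibition reaching at least a set limit at 20 µM in the primary screen, cut at about 59% in these data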;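 note: 0% = DMSO wells with substrate and 100% = DMSO wells lacking glucose-6-phosphate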
SENP8 block-2 = SENP8 protease inhibitors, primary screen, biochemical, luminescence; AID 2540, 2010; purified SENP8, Z-RLRGG-aminoluciferin cleavage; Sentrin-specific protease 8 (Homo sapiens), Q96LD8; inhibition, % at 10 µM; hit rate 1.2% among 330,000; in the data active = inhibition above about 50%
HKDC1 inhibitor = HKDC1 hexokinase inhibitors, primary screen, biochemical, fluorescence, uHTS | inhibition, % at 20 µM | hit rate 0.16% among 340,000 | recombinant HKDC1, G6PDH/diaphorase resazurin coupled fluorescence;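 active = inhibition above about 35% when tested at 20 µM, limit read from the data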;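 note: plate controls were DMSO wells with enzyme for no effect and DMSO wells lacking enzyme for full effect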
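test system = in-house recombinant HK5 (HKDC1) enzyme | amount = HKDC1 at 5 µg/mL | control set = DMSO-enzyme wells negative, buffer-substituted wells positive | compound = one dose of 20 µM, 1% DMSO | schedule = reaction time 90 min, room temperature, protected from light | technique = resorufin fluorescence at 613 nm | reagent = glucose with 1 mM ATP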
MIN6 prolif = inducers of MIN6 beta-cell proliferation, primary screen, ATP luminescence, uHTS | proliferation, % at 10 µM | hit rate 0.29% among 330,000 | MIN6 cells proliferation, ATPlite luminescence, 48 h; cells starved in 0.2% serum; 100% = growth in 10% serum;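 active = compounds whose signal lies at least 3.5 SD above the mean of all wells on their plate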;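 note: 0% = DMSO-treated cells in low-serum medium and 100% = 10% serum control; some compounds called inactive have numbers as strong as hits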
SENP6 inh = SENP6 protease inhibitors, primary screen, biochemical, luminescence, uHTS. inhibition, % at 10 µM. hit rate 1.8% among 330,000. AID 2599, 2010. Sentrin-specific protease 6 (Homo sapiens), Q9GZR1. Recombinant SENP6 catalytic domain, aminoluciferin luminescence;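 active = inhibition above about 50% at the single tested dose, limit read from the data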;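 note: plate controls were DMSO wells with enzyme for no effect and DMSO wells lacking enzyme for full effect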
Target sequence (Q9GZR1 628-1112 limits assumed): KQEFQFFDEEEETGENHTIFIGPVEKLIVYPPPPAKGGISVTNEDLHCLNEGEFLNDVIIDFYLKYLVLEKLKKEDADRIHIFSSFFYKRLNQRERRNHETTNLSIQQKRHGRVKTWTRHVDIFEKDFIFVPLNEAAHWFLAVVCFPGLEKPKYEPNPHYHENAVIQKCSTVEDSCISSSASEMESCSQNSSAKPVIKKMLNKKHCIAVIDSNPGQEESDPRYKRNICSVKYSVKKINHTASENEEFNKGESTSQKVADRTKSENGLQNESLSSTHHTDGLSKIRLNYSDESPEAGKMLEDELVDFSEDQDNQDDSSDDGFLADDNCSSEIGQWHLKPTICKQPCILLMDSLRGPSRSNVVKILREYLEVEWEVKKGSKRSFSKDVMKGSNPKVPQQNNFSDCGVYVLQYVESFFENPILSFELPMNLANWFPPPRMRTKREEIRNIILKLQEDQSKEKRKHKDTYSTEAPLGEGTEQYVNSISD
SENP1 FRET inh = human SENP1 catalytic domain inhibitors, primary screen, biochemical, FRET, uHTS | Sentrin-specific protease 1 (Homo sapiens), Q9P0U3 | recombinant SENP1 catalytic domain, CyPet-SUMO1-YPet FRET cleavage | inhibition, % at 10 µM | hit rate 0.21% among 360,000 | AID 624204, 2012;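 active = inhibition at least 30% at 10 µM, raw YFP signal under a set limit, fluorescence ratio 0.5 to 1.5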;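 note: 0% = enzyme with DMSO and 100% = no enzyme wells; some results filed as inactive read as strong as hits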
Target sequence (Q9P0U3 419-644 limits assumed): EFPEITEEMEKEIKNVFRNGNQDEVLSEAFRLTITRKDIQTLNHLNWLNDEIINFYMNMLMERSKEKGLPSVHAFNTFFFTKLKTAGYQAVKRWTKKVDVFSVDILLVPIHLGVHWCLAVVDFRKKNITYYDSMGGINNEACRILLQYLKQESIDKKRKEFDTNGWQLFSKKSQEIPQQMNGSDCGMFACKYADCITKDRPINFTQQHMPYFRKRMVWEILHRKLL
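Assay system – human recombinant His6-tagged SENP1 catalytic domain enzyme · Input – SENP1 enzyme, 20 pM final · Buffer or medium – Tris pH 8 buffer plus EDTA, NaCl, BME, BSA, NP40, catalase · Schedule – 50 min reaction at room temperature · Technique – FRET read of cyan and yellow fluorescence · Control set – no-enzyme wells low, DMSO-plus-enzyme wells high control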
SENP7 inh = SENP7 protease inhibitors, primary screen, biochemical, luminescence, uHTS | Sentrin-specific protease 7 (Homo sapiens), Q9BQF6 | recombinant SENP7, Z-RLRGG-aminoluciferin luminescence, 40 min | inhibition, % at 5 µM | hit rate 1.5% among 330,000 | AID 434973, 2010;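 active = inhibition above about 50% at the single test dose, limit read from the data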;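 note: plate controls were DMSO with enzyme for no effect and no enzyme buffer wells for full effect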
* marks the source's active call; other numbers are inactive results; i = inactive; ? = inconclusive; . = no result given.

SMILES	SENP8 block-1	UBC13 inh	PfGluPho inh	SENP8 block-2	HKDC1 inhibitor	MIN6 prolif	SENP6 inh	SENP1 FRET inh	SENP7 inh
Clc1ccc(-c2nnc(-c3ccccc3)nc2N2CCSCC2)cc1	22	-9	1	-4	3	-6	-17	-1	9
CCOC(=O)CCCCC1C(CCCC(=O)OCC)C=NN1C (stereo not drawn)	-6	.	-10	.	2	.	.	1	.
CCN1CCN(c2cc(C)c3cc(NC(=O)CCC(=O)N4CCN(c5ccccc5)CC4)ccc3n2)CC1	-308	5	-2	1	-5	-6	29	-1	-5
Cc1ccc([N+](=O)[O-])cc1NC(=O)C(Sc1ccccc1)c1ccccc1 (stereo not drawn)	12	7	5	-3	-7	0	10	2	-7
CCCCOc1cccc(C(=O)Nc2ccccc2N2CCCC2)c1	13	6	10	5	7	-5	25	2	-4
Cc1cc(=O)c2c(o1)C(=O)c1occc1C2=O	75*	.	86*	.	23	.	.	2	.
O=S(=O)(Nc1ccc2ccccc2c1)c1ccccc1	17	11	19	4	-2	0	30	-1	0
Cc1noc(C(=O)N(C)c2ccccc2)c1Cl	16	5	-4	-6	-4	4	-8	1	1
COc1ccc(N=C2S/C(=C\c3ccc(OCC(=O)O)cc3)C(=O)N2CCc2c[nH]c3ccccc23)cc1	19	-72	18	-2	26	-3	-11	1	8
CN(C)S(=O)(=O)c1ccc(C(=O)Nc2cc(S(=O)(=O)Nc3ccccc3Cl)ccc2N2CCCCC2)cc1	13	-21	-4	-9	-6	-1	3	6	2
COc1ccc(OCC(=O)Nc2ccc(N3CCN(Cc4ccccc4F)CC3)cc2)cc1	26	2	-6	7	-2	1	13	1	3
O=C(CSc1ccc2nnc(CCNS(=O)(=O)c3ccccc3)n2n1)Nc1nc2ccccc2s1	-35	11	-4	2	-7	1	8	-17	2
Cc1nn(C)cc1S(=O)(=O)N1CCCC(C(=O)O)C1 (stereo not drawn)	0	5	-10	1	-2	-3	8	2	3
CC1Cc2ccccc2N1C(=O)CN1CCN(S(=O)(=O)c2cccs2)CC1 (stereo not drawn)	9	-9	-2	-3	0	-5	-3	0	-10
CCN(CC)c1ccc(C(=O)Nn2cnc3ccccc3c2=O)cc1	-119	14	-3	4	1	-3	5	1	-3
CCN1CCN(C(=O)c2ccccc2NS(=O)(=O)c2ccc(Cl)cc2)CC1	4	-9	6	-8	-9	-2	-8	2	-1
Cc1ccccc1N1CCN(C2=NC(=O)/C(=C/c3cn[nH]c3-c3ccccc3)S2)CC1	-55	-11	-6	-9	-8	0	-19	0	-12
COc1ccccc1C(=O)NCC(=O)OCCCOC(=O)CNC(=O)c1ccccc1OC	1	10	7	3	-5	-4	-4	2	-8
Cc1cccc(CC2CC(=O)N(c3ncccn3)C2=O)c1 (stereo not drawn)	5	-1	-17	-7	-6	-1	-2	1	-10
CCn1c(=O)n(CCOC)c(=O)c2c3c(sc21)CCCC3	19	-1	-16	4	-3	0	-12	-3	5

An excerpt of these results, with each value named.
CN(C)S(=O)(=O)c1ccc(C(=O)Nc2cc(S(=O)(=O)Nc3ccccc3Cl)ccc2N2CCCCC2)cc1
- SENP8 block-1 = 13
- UBC13 inh = -21
- PfGluPho inh = -4
- SENP8 block-2 = -9
- HKDC1 inhibitor = -6
- MIN6 prolif = -1
- SENP6 inh = 3
- SENP1 FRET inh = 6
- SENP7 inh = 2

COc1ccc(N=C2S/C(=C\c3ccc(OCC(=O)O)cc3)C(=O)N2CCc2c[nH]c3ccccc23)cc1
- SENP8 block-1 = 19
- UBC13 inh = -72
- PfGluPho inh = 18
- SENP8 block-2 = -2
- HKDC1 inhibitor = 26
- MIN6 prolif = -3
- SENP6 inh = -11
- SENP1 FRET inh = 1
- SENP7 inh = 8

Cc1cc(=O)c2c(o1)C(=O)c1occc1C2=O
- SENP8 block-1 = 75*
- UBC13 inh = .
- PfGluPho inh = 86*
- SENP8 block-2 = .
- HKDC1 inhibitor = 23
- MIN6 prolif = .
- SENP6 inh = .
- SENP1 FRET inh = 2
- SENP7 inh = .

The list goes on:
SMILES	SENP8 block-1	UBC13 inh	PfGluPho inh	SENP8 block-2	HKDC1 inhibitor	MIN6 prolif	SENP6 inh	SENP1 FRET inh	SENP7 inh
CC(=O)N1CCCc2cc(S(=O)(=O)N3CCCC(C(=O)NCc4ccccc4Cl)C3)ccc21 (stereo not drawn)	10	-3	0	-1	-3	-2	7	-3	-2
O=C(Cn1ccc2ccccc2c1=O)NCC(=O)N1CCN(c2ccccc2F)CC1	-19	-2	1	3	-5	3	19	2	-4
CC(=O)NC(CC(C)C)C(=O)NC(Cc1ccccc1)C(=O)CCl (stereo not drawn)	12	.	10	.	-1	.	.	2	.
CC1(C)CC(NS(=O)(=O)c2ccc3ccccc3c2)CC(C)(C)N1	18	8	-14	2	2	2	-8	1	0
CCC(C)n1c(SCC(=O)NC2CCS(=O)(=O)C2)nc2ccccc2c1=O (stereo not drawn)	10	-12	-7	1	-6	-2	0	1	-6
O=C(/C=C/c1ccc(Cl)cc1)OCC(=O)c1ccc[nH]1	-1	7	6	-6	-7	-2	-9	-6	9
CCN(CC(=O)NCc1cccs1)S(=O)(=O)c1ccccc1Cl	8	0	5	4	-3	2	5	2	-3
COc1ccc(N2C(=O)N[C@@H](Cc3ccccc3)C2=O)cc1OC	11	-5	-8	1	-5	-4	-30	2	-6
O=C(N/N=C/c1ccc[nH]1)c1ccc(Cl)cc1	-109	9	5	-11	4	1	-25	0	1
O=C1CSC(c2cn(-c3ccccc3)nc2-c2cc3ccccc3o2)N1Cc1ccccc1 (stereo not drawn)	-84	-8	12	-1	1	-5	-1	-2	-5
CCOc1ccc(C2CC(c3ccc(OC)cc3)n3ncnc3N2)cc1 (stereo not drawn)	-68	4	-4	-3	-7	0	0	-2	1
COc1cccc(/C(O)=C2/C(=O)C(=O)N(CCN3CCOCC3)C2c2cccnc2)c1 (stereo not drawn)	21	5	-2	2	-6	-4	-3	0	-2
CCCC(=O)Nc1ccc(NC(=O)c2ccco2)cn1	13	-1	3	4	3	0	-3	-3	9
Cc1[nH]n(-c2ncc(-c3ccc(Cl)cc3)s2)c(=O)c1C(c1ccc(Cl)cc1)C(C#N)C#N (stereo not drawn)	21	-26	-4	11	20	-5	18	2	-3
COCC(=O)N1CCCc2ccccc21	13	0	-4	6	-1	-2	9	1	20
C=CCOc1cccc(C(=O)N2CCC(CCC(=O)NC3CC3)CC2)c1	12	-6	-5	-8	-8	3	-17	1	-10
Cn1nc(C(=O)NNC(=O)c2ccccc2Br)c2ccccc2c1=O	6	-6	0	-9	-6	-1	-14	3	11
COC(=O)C1=C(C)N(CCc2c[nH]c3ccccc23)C(=O)C1	-20	6	11	1	-10	2	-20	1	5
CSc1nc(C)nc2c1c(=O)n(C)c(=O)n2C	10	-4	-15	2	-3	-1	-6	0	2
C#CCOC(=O)C[N+](C)(C)C/C=C/c1ccccc1	10	-6	-14	-13	-7	1	-23	0	-3
CCCCN(C(=O)c1ccncc1)c1c(N)n(CCC)c(=O)[nH]c1=O	-9	-17	-10	-16	-4	-2	-13	-3	-5
COc1cccc(/C=C/C(=C2/C(=O)N(c3ccccc3)N=C2C)c2ccccc2)c1OC	7	-20	-11	6	0	-3	5	0	8
O=C(N1CCOCC1)N1CCN(S(=O)(=O)N2CCOCC2)CC1	20	3	-16	-3	-2	-2	-12	1	0
Cc1cc(C(C)(C)C)cc(C)c1CC1=NCCN1	0	10	-11	10	-1	-6	-10	1	-9
COCCNC(=O)c1cn(C)c(=O)c2cc(OC)c(OC)cc12	20	-24	3	-4	2	-3	0	2	-2
CC1CN(S(=O)(=O)c2cccc(C(=O)OCc3cc(=O)oc4cc(O)ccc34)c2)CC(C)O1 (stereo not drawn)	-339	13	4	-3	7	-2	23	-119	0
CCOC(=O)c1[nH]cnc1C(=O)O	8	-5	-7	-2	-8	-1	15	1	3
O=C1c2cccc3cccc(c23)C(=O)N1CCN1CCN(CC(O)COc2ccccc2)CC1 (stereo not drawn)	10	54*	-7	-10	-3	0	-10	-1	-12
O=C1N/C(=N/NC(=O)c2cccc3ccccc23)S/C1=C\c1ccccc1OCc1ccccc1	-34	.	-44	.	-12	.	.	0	.
CCOc1ccc(NC(=O)CN2CCN(S(=O)(=O)c3ccc(Cl)cc3)CC2)cc1	16	10	17	-10	-2	1	6	2	-4
CCOc1cc(C(=O)NCc2ccc3c(c2)OCO3)cc(OCC)c1OCC	12	-4	-9	-10	0	-1	8	3	-4
COc1ccccc1OCCNC(=O)c1cccc(S(=O)(=O)N2CCN(Cc3ccccc3)CC2)c1	2	70*	14	13	-4	-2	-1	1	-3
CCOc1cc(CN2CCC(CO)(Cc3cccc(C(F)(F)F)c3)CC2)ccc1OC	7	5	8	0	-5	-6	0	3	5
CCN1C(=O)C(NC(C)=O)c2cc(OC)ccc21 (stereo not drawn)	12	0	-4	5	-9	0	-4	0	2
O=C(c1ccccc1)C(CCc1ccccn1)CCc1ccccn1	-2	.	4	.	-6	.	.	0	.
CC(C)n1c2ccccc2c2nc3ccccc3nc21	i	?	1	10	6	7	8	-20	1
CC(C)(C)c1cc(C(=S)N2CCCC2)cc(C(C)(C)C)c1O	20	-4	35	-5	-4	-4	4	1	-2
Cn1c(C(=O)N2CCN(c3nc4ccccc4s3)CC2)cc2sccc21	4	7	14	3	-7	-3	-11	-1	-1
N#Cc1c(-c2ccccc2)nc(SCc2cccc(Cl)c2)[nH]c1=O	-6	22	-8	9	3	-2	7	0	-3
CC(=O)NC12CC3CC(C1)CC(C(=O)Nc1nc4ccc(F)cc4s1)(C3)C2	-2	1	21	6	0	-4	1	-6	3
CCOc1ccc(CCNC(=O)CCNC(=O)c2ccccc2Cl)cc1OCC	2	4	-3	-7	-9	-3	-2	-2	-5
CC1(C)CC(=O)C=C(c2cccc(Cl)c2O)C1	17	-8	8	0	3	-3	10	18	-6
Cc1ccc2c(c1)N(C(=O)CCC(=O)NC1CCCCCC1)CCO2	8	-4	12	1	1	-3	2	1	-7
CCN(CC)C(=O)C(=O)Nc1cccc(Br)c1	19	-6	-2	-18	2	-2	-25	2	-6
Cc1cc(C)nc(/N=C(\N)N(Cc2ccccc2)Cc2ccccc2)n1	-5	5	-13	1	16	-6	5	-2	3
CCC(=O)NCCCc1nc2ccccc2n1Cc1ccccc1F	15	3	20	-5	-15	3	5	0	0
CCN1CCN(S(=O)(=O)c2ccc3ccccc3c2)CC1	8	-8	-7	-1	-11	-1	8	1	-7
COc1cccc(CCNC(=O)CC2C(=O)NCCN2CC(C)(C)C)c1 (stereo not drawn)	-44	-3	-2	-2	-4	-1	-8	0	3
O=C(O)C1CCCCC1C(=O)Nc1cccc(Cl)c1Cl (stereo not drawn)	7	-18	-12	5	1	0	2	0	16
Cc1ccc(NC(=O)COC(=O)Cn2cnc3c2c(=O)n(C)c(=O)n3C)cc1	15	8	-1	6	-7	1	12	2	11

An unsorted share of the library; overall some 4% were active at least once.
